bIAP act: intestinal alkaline phosphatase (bovine) activation. purified bovine IAP, CDP-star luminescence, 30 min; stronger effect = higher value; fold of DMSO-control signal, blank-subtracted. activation factor at 20 µM. actives 0.17% (n = 200,000);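 active = activation factor of 2 or more at 20 µM, a signal rise over negative controls twice the positive control's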
SRC2 TRFRET art: counter-screen for PPARgamma SRC-2 recruitment agonists: TR-FRET artefact | stronger effect = higher value | TR-FRET ratio at 8 µM | actives 0.4% (n = 200,000); in the data active = TR-FRET ratio above about 2000; note: inactives centre near 1500; reference of the scale not given here
PPARg SRC1 recr: agonists of human PPARgamma SRC-1 coactivator recruitment | actives 0.41% (n = 200,000) | activation, % at 8 µM | AID 631 | P37231 | PPARgamma-SRC-1 coactivator recruitment biochemical assay; in the data active = activation above about 19%;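 note: 0% = DMSO and 100% = reference agonist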
PPARg SRC2 recr: agonists of SRC-2 recruitment by human PPARgamma; P37231; activation, % at 8 µM; AID 1032; PPARgamma LBD-SRC-2 recruitment, biochemical; actives 0.34% (n = 200,000); in the data active = activation above about 22%;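 note: 0% = vehicle and 100% = reference agonist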
S1P3 antagonist: blocks the human S1P3 receptor | Q99500 | CHO S1P3 NFAT-BLA reporter, FRET fluorescence, antagonist mode | actives 0.27% (n = 170,000) | inhibition, % at 4.98 µM | AID 485;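 active = inhibition above the plate cutoff, the mean inhibition of test wells on that plate plus 3 SD, cut at about 28% in these data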;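 note: cells challenged with S1P at its EC80 of 0.8 µM; blue over green emission ratio from cleaved BLA substrate after 4 h stimulation; 0% = S1P-stimulated wells and 100% = unstimulated DMSO-only wells; some compounds past the cut are filed as inactive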
Target sequence (Q99500 whole entry, looked up): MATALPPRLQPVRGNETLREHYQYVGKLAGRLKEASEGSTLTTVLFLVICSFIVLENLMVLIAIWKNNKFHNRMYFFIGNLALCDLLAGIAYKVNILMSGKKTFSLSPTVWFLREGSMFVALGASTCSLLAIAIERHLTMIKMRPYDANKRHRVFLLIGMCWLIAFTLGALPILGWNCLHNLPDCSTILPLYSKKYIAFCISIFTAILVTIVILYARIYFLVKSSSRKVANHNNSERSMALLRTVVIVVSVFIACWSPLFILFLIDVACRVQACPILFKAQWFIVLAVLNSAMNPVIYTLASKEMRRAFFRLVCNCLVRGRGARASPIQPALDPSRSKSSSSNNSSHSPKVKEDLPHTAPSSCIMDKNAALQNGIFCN
DTT redox prof: compounds producing H2O2 with reducing agent – biochemical, NIH compound library profiling, artefact control for MLSCN library redox annotation, primary screen | actives 0.03% (n = 200,000) | DTT-dependent redox cycling H2O2, phenol red/HRP absorbance; 100% = 100 µM peroxide control, 0% = buffer | activation, % at 10 µM;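 active = activation of at least 50% relative to the plate's high and low controls in the primary single-dose screen; inactive = activation below 50%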;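 note: compound incubated with DTT at 0.8 mM final as the reducing agent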
L major viab: reduces viability of Leishmania major promastigotes; resazurin fluorescence viability; inhibition, % at 10 µM; actives 9% (n = 200,000); in the data active = inhibition above about 50%;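 note: promastigotes grown with compound for 44 hours at 28 °C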
TLR4 MyD88 comp: inhibitors of human TLR4-MyD88 binding; O00206+Q99836; HeLa CL3-4 TLR4/MyD88 BLA complementation, FRET ratio; inhibition, % at 8.4 µM; actives 0.18% (n = 200,000); AID 861; in the data active = inhibition above about 25%;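 note: 0% = vehicle and 100% = reference inhibitor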
bIAP inh: intestinal alkaline phosphatase (bovine) inhibition; purified bovine IAP, CDP-star luminescence, 30 min; inhibition, % at 20 µM; 190,000 tested, under 10 active; AID 1019;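 active = over 50% inhibition of intestinal alkaline phosphatase at 20 µM in the single-dose screen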
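System: Purified bovine intestinal alkaline phosphatase (IAP) enzyme | Input: IAP diluted 1/65,000,000 in the well | Also added: CDP-star chemiluminescent phosphatase substrate, 30 µM final | Dosing: 20 µM single dose | Times: Enzyme reaction for 30 min at room temperature | Detection: Luminescence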
PPARg SRC-3 ag: agonists of human PPARgamma SRC-3 coactivator recruitment | P37231 | AID 731 | actives 0.26% (n = 200,000) | activation, % at 8 µM | biochemical PPARgamma/SRC-3 coactivator recruitment assay; in the data active = activation above about 23%;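 note: 0% = DMSO and 100% = reference agonist; some compounds past the cut are filed as inactive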
ROMK mod: modulators of human ROMK potassium channel; P48048; Tet-inducible ROMK, thallium flux fluorescence; actives lie on both sides; B-score at 10 µM; actives 2% (n = 130,000);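 active = signal ratio slope over the read window, or its plate-corrected B-score, at least 3 SD from the plate mean, either direction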;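 note: B-score of the F/F0 ratio slope over 7 to 12 s after thallium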
Target sequence (P48048 whole entry, looked up): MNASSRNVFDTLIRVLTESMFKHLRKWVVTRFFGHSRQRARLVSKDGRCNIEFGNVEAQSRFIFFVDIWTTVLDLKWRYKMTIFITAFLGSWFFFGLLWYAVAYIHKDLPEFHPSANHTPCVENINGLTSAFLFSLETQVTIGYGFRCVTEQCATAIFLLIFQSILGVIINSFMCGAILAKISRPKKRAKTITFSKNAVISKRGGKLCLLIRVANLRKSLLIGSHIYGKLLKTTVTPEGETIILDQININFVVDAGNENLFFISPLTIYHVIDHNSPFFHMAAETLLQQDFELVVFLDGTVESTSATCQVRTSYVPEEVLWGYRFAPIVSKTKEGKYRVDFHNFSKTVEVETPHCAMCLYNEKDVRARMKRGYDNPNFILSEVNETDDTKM
* = called active by the depositor; . = not tested or not shown; & = joins results of further samples. Random draw from the library; 11% or so of the library scored in one or more.

SMILES	bIAP act	SRC2 TRFRET art	PPARg SRC1 recr	PPARg SRC2 recr	S1P3 antagonist	DTT redox prof	L major viab	TLR4 MyD88 comp	bIAP inh	PPARg SRC-3 ag	ROMK mod
CN1CCN(CC(=O)Nc2ccccc2[N+](=O)[O-])CC1	1	1514	0	6	5	0.3	-3	8	3	3	.
Cn1c(=O)c(C(=O)c2ccccc2)nc2ccccc21	0.8	1404	-1	0	-33	2.6	-3	-5	18	-7	.
CCOc1ccc(CCNC(=O)C2CCN(c3nn4c(=O)cc(C)nc4s3)CC2)cc1OCC	1	1613	-7	3	-25	-0.6	-7	-4	-2	0	.
CC1(c2ccccc2)CC(C)(C)N2C(=O)Cc3cccc1c32 (stereo not given)	1	1624	-1	-4	1	-0.2	4	3	5	5	-0.0032
CC(C)CNC(=O)COc1ccc(Sc2ccc(OCC(=O)NCC(C)C)cc2)cc1	0.8	1395	2	-5	-1	0.1	-2	-7	20	-6	-1
CC12CCC(C(=O)O)(C/C1=N\O)C2(C)C (stereo not given)	0.9&1	1703&1536	-3&4	-6&0	-10	-0.8&2.3	-7&-6	-9&-6	11&4	-6&0	.
COc1cc(SC)ccc1C(=O)NCCOc1ccccc1Cl	1	1722	8	8	.	-0.7	2	5	0	6	-0.65
CCc1c(C)nc(SCC(=O)Nc2cccc(Br)c2)[nH]c1=O	0.8	1559	8	3	-11	2.4	-9	-2	21	10	.
O=[N+]([O-])c1ccccc1NCc1ccccc1Cl	1.1	1452	-5	-2	-8	-1.1	12	-18	-12	-2	0.51
N#CC(C(=O)NCc1ccccc1)c1nc2ccccc2nc1N1CCCC1 (stereo not given)	0.8	1596	2	2	12	-0.1	2	8	18	-9	.
CNC(=O)COC(=O)c1ccccc1C(=O)c1ccc(Cl)c([N+](=O)[O-])c1	1.1	1663	4	4	8	-1.6	5	32*	-6	2	-1.5
CC(NC(=O)c1cccc(N2CCCC2=O)c1)c1ccc2c(c1)OCCO2 (stereo not given)	0.9	1508	-3	6	.	1.9	-5	12	5	-2	.
COc1cc2c(cc1OC)C(Cc1ccc(O)cc1)NCC2 (stereo not given)	1	1548	8	2	-10	0.1	-4	-3	2	2	0.032
O=C(COn1nnc2ccc(Cl)cc21)NCc1ccccc1	0.9	1580	-2	0	4	-0.1	4	2	14	-22	-0.074
Cc1cc(C)c(C#N)c(N2CCN(Cc3ccccc3)CC2)n1	1.1	1383	4	-4	.	0.3	17	3	-7	-3	-0.21
CCNc1nc(NC(C)CC)nc(Oc2ccc(=O)[nH]n2)n1 (stereo not given)	0.9	1417	2	0	.	1.0	-5	5	12	3	0.88
CCC(C)(C)n1nnnc1CN1CCN(C(c2ccccc2)c2ccccc2)CC1	0.9	1434	-9	-6	.	0.7	12	15	10	5	.
C=CCNC(=S)NCc1ccc(CNC(=S)NCC=C)cc1	1.1	1832	13	11	-6	-0.7	-1	1	-6	3	.
O=C(O)c1ccc2c3c(cccc13)C(=O)N(c1ccccc1)C2=O	1.2	1684	5	-4	-14	-0.5	-4	4	-16	-5	0.074
CCOC(=O)C1(C)/C(=N/Nc2cccc(Cl)c2)C(=O)C(=O)N1c1ccccc1 (stereo not given)	1	1398	-4	-2	.	1.4	-2	-6	2	-11	.
Cc1cc(OCC(=O)Nc2ccc(OCc3ccccc3)cc2)nc(C(C)C)n1	0.9	1428	5	9	.	0.9	-1	2	9	-3	-0.18
Cc1ccc(-c2nn(-c3ccccc3)cc2/C=C/C(=O)O)o1	0.9	1665	2	8	5	-2.8	2	-3	6	5	0.22
CNC(=O)N(O)C1N(C)C(=O)N(Cc2ccccc2)C1(C)C (stereo not given)	0.9	1741	8	-2	-6	0.4	-3	10	7	1	.
NS(=O)(=O)c1cccc(NC(=O)CSc2nn(-c3ccccc3)c(=S)s2)c1	1.2	1672	1	12	-12	-0.6	-2	3	-16	4	0.21
COc1cc(NC(=S)NCc2ccc(S(N)(=O)=O)cc2)c(OC)cc1Cl	0.9	1684	2	-2	-13	0.3	8	12	9	-4	.
Cn1c(=O)c2cc(S(=O)(=O)Nc3cccc(F)c3)ccc2n(C)c1=O	0.9	1530	0	-4	.	0.0	4	5	7	3	-0.086
CCS(=O)(=O)n1nc(-c2ccc(Cl)cc2)nc1N	1	1458	1	-9	-20	-0.6	-3	0	2	-1	.
O=C(NCc1ccco1)C1CCN(c2nnc(-n3cccc3)s2)CC1	1	1668	0	-6	-44	-0.6	-10	-11	-3	7	.
COc1cc(/C=N/O)c(Br)cc1OCC(=O)Nc1ccccc1C	0.8	1394	-6	-6	2	0.0	-6	-3	21	-6	-0.039
COc1ccc(Nc2nc3ccccc3n3cnnc23)cc1	0.9	1368	-2	-8	.	-1.5	2	1	8	-1	.
S=C(NC1CCCCC1)N1CCN(c2ccccn2)CC1	0.6	1564	-6	-2	-5	-0.2	3	8	42	2	-1.7
CCOc1cc(/C=C2/NC(=O)NC2=O)cc(Br)c1OCc1ccc(C(=O)O)cc1	1	1482	4	-4	-7	-0.2	4	-5	-3	-1	1.2
CCOc1ccc(N/C(SCc2cccc([N+](=O)[O-])c2)=C(/C#N)C(N)=O)cc1	0.9	1464	-6	0	8	1.9	26	16	8	-4	-2.2
Cc1ccc(C2=C/C(=C/c3cccnc3)C(=O)O2)c(C)c1	0.9	1472	6	3	-2	-0.1	-2	-18	8	8	0.99
COc1ccc(N2C(=O)c3ccccc3NC23CCC(C)CC3)cc1 (stereo not given)	1	1471	1	2	.	0.3	3	-18	-4	-7	0.26
Cc1nc(C(F)(F)F)nc(Nc2ccc(Br)cc2)c1C#N	0.8	1745	11	2	.	-1.9	-2	1	18	12	.
CC1(C)NC(=O)N(CCOCCOc2ccc3ccccc3c2Br)C1=O	1	1584	-1	3	.	1.6	-1	12	-4	2	.
COc1ccc(NC(=O)COC(=O)c2cc(OC)c(OC)cc2NC(=O)c2ccco2)cc1OC	1	1492	1	9	.	0.2	-1	-4	0	4	0.8
CCCC(=O)Nc1ccc2nc(SCC(=O)Nc3nccs3)sc2c1	0.9	1412	-2	-1	-20	-0.1	-2	-3	8	2	.
CCSC1=C(C#N)C(c2ccc(F)cc2)CC(=O)N1 (stereo not given)	0.9	1704	16	-5	-24	-1.0	-6	-19	14	9	.
Nc1c(C(=O)O)cnc2nc(N3CCOCC3)nn12	1	1703	-5	9	-25	-0.5	-9	6	-2	0	0.25
COC(=O)CN1C(C)=Nc2ccc(Br)cc2C1c1ccccc1 (stereo not given)	1	1462	-7	0	.	1.1	-7	16	-4	-1	.
O=C1CCCC2=C1C1c3ccccc3C(=O)N1c1ccc(C(=O)c3ccccc3)cc1N2 (stereo not given)	1	1401	1	-3	.	1.1	40	3	4	-2	.
COCCNC(=S)NNC(=O)c1ccc(-n2cnnn2)cc1	1.6	1729	-3	10	-26	-2.4	-7	-1	-62	3	0.9
CC(C)(C)c1ccc(C(CC(=O)O)NC(=O)c2ccccc2F)cc1 (stereo not given)	0.9	1464	-3	-1	8	13	-8	5	5	-4	1.1

Looked up by compound from above (four):
SMILES	bIAP act	SRC2 TRFRET art	PPARg SRC1 recr	PPARg SRC2 recr	S1P3 antagonist	DTT redox prof	L major viab	TLR4 MyD88 comp	bIAP inh	PPARg SRC-3 ag	ROMK mod
CCC(C)(C)n1nnnc1CN1CCN(C(c2ccccc2)c2ccccc2)CC1	0.9	1434	-9	-6	.	0.7	12	15	10	5	.
CCOC(=O)C1(C)/C(=N/Nc2cccc(Cl)c2)C(=O)C(=O)N1c1ccccc1 (stereo not given)	1	1398	-4	-2	.	1.4	-2	-6	2	-11	.
CC1(C)NC(=O)N(CCOCCOc2ccc3ccccc3c2Br)C1=O	1	1584	-1	3	.	1.6	-1	12	-4	2	.
CCOc1ccc(CCNC(=O)C2CCN(c3nn4c(=O)cc(C)nc4s3)CC2)cc1OCC	1	1613	-7	3	-25	-0.6	-7	-4	-2	0	.

The list continues.
SMILES	bIAP act	SRC2 TRFRET art	PPARg SRC1 recr	PPARg SRC2 recr	S1P3 antagonist	DTT redox prof	L major viab	TLR4 MyD88 comp	bIAP inh	PPARg SRC-3 ag	ROMK mod
COc1cccc(/C=C2\SC(N)=NC2=O)c1OS(=O)(=O)c1ccccc1	0.9	1484	3	-6	-2	-0.6	-2	0	9	1	1.6
Cc1ccc2oc(=O)c3cnn(CC(=O)NC4CCC(C)CC4)c3c2c1 (stereo not given)	1.1	.	.	.	17	-3.1	7	.	-6	.	.
COc1ccc(-c2nc3c(c(=O)c4ccccc4n3C)c(=O)n2Cc2ccccc2)cc1	1	1466	5	-5	0	0.9	19	2	4	-1	.
COCC(=O)Nc1nc2n(n1)C(c1ccc(Cl)cc1)CC(c1ccc(OC)cc1)N2 (stereo not given)	1	1766	10	4	-8	0.3	-3	-6	-5	12	.
CCN(CC)CCNC(=O)CCc1n[nH]c(=O)c2ccccc12	1	1654	4	5	-9	0.0	-1	4	3	-6	1.2
CN(C1CCCCC1)S(=O)(=O)c1ccc(C(=O)O)cc1	1	1559	0	3	9	2.2	-7	-12	-2	-4	.
CCSc1nnc(NC(=O)COc2ccccc2)s1	1	1651	5	6	.	0.0	-6	-8	4	6	1.1
COc1ccc(/C=C2/CC/C(=C\c3ccc(OC)c(OC)c3OC)C2=O)c(OC)c1OC	1.1	1502	10	0	-11	0.2	2	12	-8	5	1.1
CCNS(=O)(=O)c1ccc2nc(NC(=O)c3cccnc3)sc2c1	0.9	1524	12	11	-2	-0.4	35	4	12	6	1.2
Cc1ccnc(N2CCC(C(=O)NNC(=O)c3ccncc3)CC2)n1	1.1	1562	8	7	-4	2.2	-4	-14	-5	5	0.49
O=C(NC(=S)Nc1ccc(C(=O)N2CCOCC2)cc1)c1ccc([N+](=O)[O-])cc1	1	1500	-7	0	.	-4.2	-15	11	-3	-1	0.036
CCOC(=O)/C(C#N)=C/c1c(Oc2cc(C)cc(C)c2)nc2ccccn2c1=O	1	1710	12	14	-9	0.2	-3	-4	-3	20	.
O=C(c1cccnc1Nc1ccc2c(c1)CCC2)N1CCOCC1	0.9	1502	-6	1	3	-0.8	-2	6	8	-6	-0.42
CC/C(O)=C1\C(=O)CC(c2ccccc2)CC1=NCCc1c(C)[nH]c2ccc(C)cc12 (stereo not given)	0.8	1394	2	5	7	0.7	73*	-2	16	-2	1.8
CC1(C)CSC(=S)N1S(=O)(=O)c1ccccc1	0.6	1622	-4	9	-14	0.3	8	3	40	7	.
CCc1ccccc1NC1=NCC(=O)N1Cc1ccc(OC)cc1	1	1610	2	2	.	0.2	2	-6	-1	6	-0.86
CCOc1ccc(C2N(c3cc(Cl)ccc3OC)C(=O)C3CCCN32)cc1OC (stereo not given)	1.1	1669	2	0	12	-0.9	-2	3	-10	-3	.
N#C/C(=C\c1ccc(Cl)cc1)c1nc2ncccc2[nH]1	1.1	1352	4	1	.	-3.9	79*	-10	-6	3	-2.2
c1ccc(Cc2ccc(OCCCNC3CCCC3)cc2)cc1	1.1	1335	-2	5	-20	-1.0	100*	21	-12	4	-8e-05
CNC(=O)c1ccsc1NC(=O)c1ccc(S(=O)(=O)N2CCCc3ccccc32)cc1	1.2	1606	9	7	-9	0.0	100*	-6	-21	9	0.55
